Screens from PubChem.
OXTR agonist – activates the human oxytocin receptor. CHO-OTR cells, Fluo-8 calcium fluorescence; normalized: DMSO 0%, oxytocin 100%. activation, % at 3 µM. P30559. AID 2435. 320,000 tested, 0.32% active;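 active = activation above the mean of all tested compounds plus 3 SD, cutoff set per screening run, cut at about 20% in these data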;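 also: peak over basal fluorescence ratio from a 100 s FLIPR kinetic read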
Target sequence (P30559 whole entry, looked up): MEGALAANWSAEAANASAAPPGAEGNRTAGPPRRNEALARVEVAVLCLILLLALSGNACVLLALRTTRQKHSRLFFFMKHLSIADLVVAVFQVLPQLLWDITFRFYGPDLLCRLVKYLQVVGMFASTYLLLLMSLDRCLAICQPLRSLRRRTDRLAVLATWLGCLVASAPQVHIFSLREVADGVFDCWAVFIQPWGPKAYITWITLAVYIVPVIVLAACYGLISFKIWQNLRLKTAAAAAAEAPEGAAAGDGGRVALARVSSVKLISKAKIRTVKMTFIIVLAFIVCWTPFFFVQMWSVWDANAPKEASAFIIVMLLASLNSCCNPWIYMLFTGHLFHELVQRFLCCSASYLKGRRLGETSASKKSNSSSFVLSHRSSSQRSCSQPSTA
OXTR potentiate – potentiates the human oxytocin receptor response; 320,000 tested, 0.061% active; CHO-OTR cells, Fluo-8 calcium fluorescence, potentiator mode; 0% = oxytocin EC15, 100% = EC100; activation, % at 3 µM;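 active = activation above that plate's cutoff, the mean activation of tested compounds plus 3 SD, cut at about 6.6% in these data, passing the limit was not always enough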;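 also: 100% uses oxytocin at 75 nM as the full agonist control; some results filed as inactive read as strong as hits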
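Measured by – Fluo-8 calcium dye fluorescence · Test system – human OTR in CHO cells · Dosing – one concentration, 3.0 µM compound · Controls – EC15 oxytocin alone as 0%, 75 nM oxytocin as 100% · Evaluation – normalized max/min fluorescence ratio, % activation · Timing – 6 min pre-incubation, 100 s read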
CHRM1 agonist – human M1 muscarinic receptor agonism; P11229; 360,000 tested, 0.33% active; CHO-K1 hM1, Fluo-8 calcium fluorescence, agonist mode; 0% DMSO, 100% acetylcholine EC100; activation, % at 3 µM; AID 588814;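 active = activation above the run's mean compound activation plus 3 SD, cut at about 16% in these data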;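 also: peak over basal fluorescence ratio within a 140 s kinetic read after compound addition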
CHO parental Ca – counter-screen for OX1R antagonists: effect in parental CHO cells; parental CHO-K1, ATP-induced calcium, Fluo-8 fluorescence; inhibition, % at 5.6 µM; 330,000 tested, 0.63% active;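 active = inhibition above that plate's mean sample inhibition plus 3 SD, cut at about 26% in these data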;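 also: 0% = ATP-challenged DMSO wells and 100% = DMSO wells without ATP; some compounds past the cut are filed as inactive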
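Material: parental CHO cells / Compound: single nominal dose of 5.6 µM per compound / Signal: Fluo-8 fluorescence / Replicates: singlicate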
M1 antag – human CHRM1 antagonism | inhibition, % at 3 µM | P11229 | 360,000 tested, 1.3% active | CHO-K1 hM1, Fluo-8 calcium fluorescence, ACh EC80 antagonist;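 active = percent inhibition above its own plate's cutoff, namely the mean of that plate's compound wells plus 3 SD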;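 also: peak over basal fluorescence ratio during 140 s after agonist addition; 0% = ACh EC80 plus DMSO and 100% = DMSO alone without agonist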
TAAR1 antagonist – antagonists of human TAAR1 | 360,000 tested, 1.5% active | CHO RD-HGA16 TAAR1, Fluo-8 calcium fluorescence, antagonist | Q96RJ0 | AID 624466 | inhibition, % at 3 µM;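 active = inhibition above a per-plate cutoff, the mean inhibition of test compounds on that plate plus 3 SD, cut at about 49% in these data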;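 also: 0% = DMSO plus EC80 beta-PEA response and 100% = DMSO alone without agonist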
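Test system: hTAAR1-expressing CHO RD-HGA16 cells, Gα16-coupled; Probe or stimulus: EC80 β-phenethylamine stimulus; Compound dosing: single nominal final test compound concentration of 3 µM; Timing: 140 s kinetic read after compound, 140 s after agonist; Signal: Fluo-8 calcium-sensitive fluorescence; Measure: % inhibition of agonist calcium response; Controls: DMSO and EC80 PEA controls.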
TAAR1 ag – agonists of human TAAR1; Q96RJ0; CHO RD-HGA16 TAAR1, Fluo-8 calcium fluorescence; vehicle wells 0%, saturating PEA agonist 100%; activation, % at 3 µM; 360,000 tested, 0.99% active; AID 624467;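 active = activation above the mean activation of all test compounds in the run plus 3 SD, cut at about 38% in these data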
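Test system: RD-HGA16 (CHO) cells co-expressing Gα16 and hTAAR1 | Doses: Single dose, 3 µM | Schedule: 17-24 h seeding, 75 min 37 °C dye, 30 min RT | Evaluation: % activation from peak over basal fluorescence ratio, DMSO-to-PEA scaled | Technique: Kinetic Fluo-8 calcium fluorescence | Benchmarks: Low control DMSO, high control PEA (EC100)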
V1R ag counter – V1a receptor agonism, counter-screen for OXTR agonists. P37288. CHO-V1R cells, Fluo-8 calcium fluorescence, agonist mode; 0% DMSO, 100% 3 nM vasopressin. activation, % at 3 µM. 320,000 tested, 0.25% active. AID 2797;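 active = activation above the mean activation of all tested compounds plus 3 SD, per screening run, cut at about 20% in these data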;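 also: signal is peak over basal fluorescence ratio across a 100 second FLIPR read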
Target sequence (P37288 whole entry, looked up): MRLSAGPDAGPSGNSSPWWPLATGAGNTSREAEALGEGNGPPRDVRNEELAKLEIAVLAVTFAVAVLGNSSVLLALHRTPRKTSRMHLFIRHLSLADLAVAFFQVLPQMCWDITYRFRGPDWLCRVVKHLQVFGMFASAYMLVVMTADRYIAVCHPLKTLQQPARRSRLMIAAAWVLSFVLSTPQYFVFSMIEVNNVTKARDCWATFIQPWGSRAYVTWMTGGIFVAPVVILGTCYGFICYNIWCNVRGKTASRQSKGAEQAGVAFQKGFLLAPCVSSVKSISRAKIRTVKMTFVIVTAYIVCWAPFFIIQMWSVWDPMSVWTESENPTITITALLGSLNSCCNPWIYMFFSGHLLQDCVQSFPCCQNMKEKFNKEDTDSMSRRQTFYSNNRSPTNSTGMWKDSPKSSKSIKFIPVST
M1 PAM – potentiates human M1 receptor response to acetylcholine | P11229 | CHO-K1 hM1, Fluo-8 calcium fluorescence, ACh EC20; 0% = ACh EC20, 100% = maximal ACh | activation, % at 3 µM | 360,000 tested, 0.088% active | AID 588819; in the data active = activation above about 19%, passing the limit was not always enough
Numbers without * were called inactive; x = no result given.

SMILES	OXTR agonist	OXTR potentiate	CHRM1 agonist	CHO parental Ca	M1 antag	TAAR1 antagonist	TAAR1 ag	V1R ag counter	M1 PAM
Cc1c(OCC(=O)NC(Cc2ccc(Cl)cc2)C(=O)O)ccc2c3c(c(=O)oc12)CCCC3 (configuration not stated)	-0.1	-6	-3	-5	-6	-17	-1	0.0	4
O=C(C(Cc1ccccc1)N1C(=O)c2ccccc2C1=O)N1CCc2ccccc21 (configuration not stated)	0.0	-3	-1	-11	-12	-12	5	0.8	11
COc1c(O)cc2oc(-c3ccc(O)c(O)c3)cc(=O)c2c1O	-0.1	3	4	-9	-2	20	3	-0.6	5
O=C(Nc1ccc(F)c(Cl)c1)C1CC(=O)N(Cc2ccccc2)C1 (configuration not stated)	5.2	-7	-3	5	1	-16	10	2.3	2
O=C(CNC1CCCCC1)Nc1cccc([N+](=O)[O-])c1	-0.9	1	-1	-15	-5	-14	1	0.1	9
Oc1nc(-c2ccc(Cl)cc2)n2ccncc12	0.1	-5	-4	-17	-8	-7	9	0.0	8
CCCC(=O)NC(Nc1cc(C(F)(F)F)ccc1Cl)C(Cl)(Cl)Cl (configuration not stated)	-0.6	-8	-4	-18	13	19	9	0.4	-15
COc1ccc(C(=O)Nc2c(N)nc(SCC(=O)N3CCCCCC3)[nH]c2=O)cc1OC	-0.2	2	0	-2	-17	-3	1	1.1	13
Cc1cc(NC(=O)c2oc3ccccc3c2C)ccc1-n1cnnn1	-0.6	-3	-2	-17	4	6	5	1.0	4
COc1ccccc1C/C(N)=N/OC(=O)COc1ccccc1C	-1.6	-12	-6	-4	6	-11	16	-1.3	-1
COc1ccc(C=NNC(=S)NN=Cc2ccc(OC)c(OC)c2)cc1OC	x	x	-6	x	-1	-6	6	x	-12
O=C(CSc1nc2[nH]c(=O)cc(O)c2s1)NCCc1ccccc1	x	x	-4	x	-5	-9	7	x	4
O=[N+]([O-])c1cccc(-c2nc(-c3ccccn3)no2)c1	3.7	-8	2	-6	1	-16	1	-1.2	6
Cc1c(N(C)S(=O)(=O)c2cc(C(=O)NCC3CCCO3)ccc2Cl)c(=O)n(-c2ccccc2)n1C (configuration not stated)	-0.3	-15	-1	-22	-17	-20	0	-1.1	10
O=C(CNC(=O)c1ccco1)NCc1nc2ccccc2[nH]1	-0.5	-5	0	9	4	-19	0	-0.4	1
O=C(NCc1ccccc1)OCCN1CCN(Cc2ccccc2)CCC1=O	0.4	6	-4	-16	2	1	10	0.8	-2
Cc1ccc(-c2nnn(CC(=O)N(C)C3CCCCC3)n2)o1	0.1	-8	1	-15	-3	13	2	-0.2	7
CS(=O)(=O)n1nc(-c2cccnc2)nc1NCc1ccccc1	0.0	-10	1	-5	5	6	2	0.3	2
O=C(Cc1cccs1)Nc1ccc(N2CCOCC2)cc1	-0.5	-8	1	-9	-19	-15	3	0.5	3
COC(=O)Cc1ccc(NC(=O)c2ccccc2Cl)cc1	1.4	-2	-8	6	-5	0	5	1.4	-4
C=C(C)CNC(=S)N/N=C/c1ccccc1OCC(=O)O	0.3	-4	-6	-13	-5	-5	7	1.9	9
COc1ccc(Cc2nc(-c3ccc(-n4cccc4)cc3)no2)cc1OC	5.0	-11	1	-5	8	-17	2	2.9	-3
C[C@H](CO)N1C[C@H](C)[C@H](CN(C)Cc2ccc(C(=O)O)cc2)OCc2ccccc2-c2c(n(C)c3ccccc23)C1=O	x	x	-9	x	-24	-2	0	x	2
CC(C)CC1NC(=O)N(CC(=O)Nc2ccc(-c3ccccc3)cc2)C1=O (configuration not stated)	1.8	-4	-2	-12	-5	-13	0	1.4	6
CCN(CC)S(=O)(=O)c1ccc2c(c1)N(CC(=O)NCc1ccco1)C(=O)CO2	0.2	3	-3	-1	4	0	0	1.0	0
CCCCOC(=O)c1ccc(NC(=O)COC(=O)c2ccc3ncsc3c2)cc1	3.4	-8	-3	-16	-4	42	16	5.5	2
CCCCC(=O)NNC(=S)NC(=O)c1cccc([N+](=O)[O-])c1	0.6	0	-3	0	2	-8	11	0.9	6
CCC1(CC)NC(=O)N(CC(=O)OCC(=O)Nc2cc(C)ccc2C)C1=O	0.1	-14	-2	-1	-8	7	2	-0.6	5
N#Cc1cc(N2CCCCC2)c([N+](=O)[O-])cc1C#N	-1.5	-9	-1	-13	1	0	-1	0.6	6
COc1ccc(-c2cc(C(=O)OCC(=O)N3CCOCC3)c3ccccc3n2)cc1	-2.1	3	-3	-21	-5	-4	7	-0.7	-2
Cc1ccc(C(CC(=O)N2CCCCC2)c2ccccc2)c(O)c1C (configuration not stated)	-2.0	-6	-7	-11	-3	-2	0	-1.5	4
Cc1cccc(C)c1NC(=O)/C(C#N)=C/c1cccs1	-0.4	-5	-2	-3	-8	5	5	0.8	7
COCCOC(=O)C1=C(C)NC2=C(C(=O)CC(c3cccs3)C2)C1c1ccsc1 (configuration not stated)	-0.8	-8	-3	-16	-25	7	21	0.9	8
CN(CCc1ccccc1)C(CCc1ccccc1)C(=O)Nc1ccc2c(c1)OCCO2 (configuration not stated)	x	x	-3	x	-8	-9	11	x	-4
COc1ccc(C2C(C(N)=O)=C(C)Nc3ncnn32)cc1 (configuration not stated)	0.9	1	-1	-2	-7	3	3	-0.5	3
CSc1nc(C)c(CCOC(=O)c2cccc(Cl)c2)c(=O)[nH]1	-1.5	-5	-1	-8	-5	-3	11	0.8	7
CCCc1cc(=O)[nH]c(SCC(=O)N2c3ccccc3NC(=O)C2(C)C)n1	1.3	1	2	-5	-10	-10	2	0.9	16
N=C(c1ccc([N+](=O)[O-])cc1)N1CCCCCC1	-0.8	-13	-7	-6	-3	12	4	0.5	3
Cc1cccc(C(=O)NCC(=O)OCC(=O)NC2CCCCC2)c1	-0.4	-4	-4	-21	-10	-23	0	-0.7	5
CCCN(CC(=O)Nc1ccccc1C)C(=O)C1CCN(S(=O)(=O)c2ccccc2C(F)(F)F)CC1	-0.3	-10	-2	-12	-2	18	9	0.2	2
CCCC(=O)N1CCOCC1c1cc(C(=O)NCc2ccccc2)no1 (configuration not stated)	x	x	-4	x	-6	17	0	x	0
CCOC(=O)C1CCCN(Cc2c(Cl)cccc2Cl)C1 (configuration not stated)	-1.5	-9	-8	-18	6	x	x	-1.2	-3
CCOc1cc(C(=O)NCC(C)CN(C)C)cc(OCC)c1OCC (configuration not stated)	-0.9	3	-8	-7	-16	-8	3	1.3	8
O=C(OCc1nnc(-c2ccccc2)o1)c1ccc([N+](=O)[O-])o1	0.3	-5	-4	13	1	-7	0	-0.1	0
CN(Cc1ccccc1)c1ncc(C=O)s1	-0.8	-13	-5	-8	11	-9	1	-0.6	7

Taken from above.
`O=C(CNC1CCCCC1)Nc1cccc([N+](=O)[O-])c1` in CHRM1 agonist has -1
`Cc1cccc(C)c1NC(=O)/C(C#N)=C/c1cccs1` in OXTR potentiate has -5

The listing picks up, repeating the 4 entries before the break.
SMILES	OXTR agonist	OXTR potentiate	CHRM1 agonist	CHO parental Ca	M1 antag	TAAR1 antagonist	TAAR1 ag	V1R ag counter	M1 PAM
CCOC(=O)C1CCCN(Cc2c(Cl)cccc2Cl)C1 (configuration not stated)	-1.5	-9	-8	-18	6	x	x	-1.2	-3
CCOc1cc(C(=O)NCC(C)CN(C)C)cc(OCC)c1OCC (configuration not stated)	-0.9	3	-8	-7	-16	-8	3	1.3	8
O=C(OCc1nnc(-c2ccccc2)o1)c1ccc([N+](=O)[O-])o1	0.3	-5	-4	13	1	-7	0	-0.1	0
CN(Cc1ccccc1)c1ncc(C=O)s1	-0.8	-13	-5	-8	11	-9	1	-0.6	7
O=C(c1cccc([N+](=O)[O-])c1)c1ccc2c(c1)OCCOCCOCCOCCO2	-0.7	-4	-6	-23	-8	-8	4	0.3	7
COc1ccc(C(C)(O)c2nc(-c3cc(F)cc(F)c3)cs2)cc1 (configuration not stated)	x	x	-5	x	-4	8	1	x	2
CC(C)COc1ccc(C(=O)Nc2ccc([N+](=O)[O-])cc2)cc1	0.3	-7	0	6	21	x	x	0.7	-9
O=C(CN1CCN(Cc2ccc(Cl)cc2)C1=O)NCCCN1CCN(c2ccc(F)cc2)CC1	11	-6	-3	-24	3	12	8	11	-8
O=C1c2cccc3cccc(c23)C(=O)N1CCCCCc1n[nH]c(=S)o1	-2.1	1	-4	-25	-5	-6	2	-1.8	2
Cc1ccc(C)c(S(=O)(=O)N2CCN(C(=O)[C@H](Cc3ccccc3)NC(=O)c3ccco3)CC2)c1	-1.1	-1	-2	-13	8	10	10	0.9	-2
COC(=O)c1sccc1NC(=S)N1CCCC(C)C1 (configuration not stated)	-2.2	-8	-3	-20	6	-12	6	-0.7	0
C[C@H]1CN([C@@H](C)CO)C(=O)c2cc(C#CCC3CCCC3)cnc2O[C@@H]1CN(C)C(=O)CC1CC1	x	x	-11	x	-13	1	-2	x	6
CCOC(=O)c1c(C)[nH]c(C(=O)COC(=O)/C=C/c2ccc(O)c(OC)c2)c1C	1.1	-13	-10	-14	-1	8	1	1.5	-2
C/C(=C1/SC(N2CC(C)OC(C)C2)=NC1=O)c1ccccc1 (configuration not stated)	-0.9	0	-7	-7	-8	-1	7	-0.2	11
C/C(=N\OC(=O)c1ccc(F)cc1)c1nccs1	-1.5	0	-6	-5	-10	2	2	-0.9	9
CC(c1ccccc1F)n1cc(C(=O)NCCCc2nc3ccccc3[nH]2)nn1 (configuration not stated)	-0.1	-3	-6	-12	0	-1	3	0.4	1
CCC(=O)Nc1nc2ccccc2n1CCN(C)C	0.0	-7	-5	-7	-6	-3	7	1.0	4
CC(C)=C1C2CCC1C1C(=O)N(NC(=O)c3ccco3)C(=O)C21 (configuration not stated)	0.3	2	-2	-2	-6	13	0	1.7	10
COc1ccc(/C=N/Nc2cc(C)nc3ccccc23)cc1	-0.2	-15	-1	-4	-17	-25	15	0.5	8
CC(NC(=O)c1cc2cc(Cl)ccc2oc1=N)c1ccccc1 (configuration not stated)	-0.7	-5	5	-2	-18	-22	3	1.7	20
Cc1cccc(/C(N)=N/OC(=O)N2c3ccccc3Sc3ccccc32)c1	-2.2	-20	-1	-6	7	37	0	-0.4	-5
COc1ccc(CNC(=O)C(CC(C)C)NC(=O)c2ccccc2C)cc1 (configuration not stated)	0.4	-7	-4	-36	-9	-4	-1	2.9	3
CCOC(=O)c1sc(NC(=O)c2cc(-c3ccccc3C)nc3ccccc23)c(C#N)c1C	13	-16	6	-8	15	-5	15	9.6	-11
